AID inhibitor – activation induced cytidine deaminase inhibition. AID 1347428. 91,000 compounds, 0.32% hits. Potency, µM (highest dose often 115 µM), for the others: top-dose activity change, negative = inhibition, usual class: inhibitors. AID deamination FRET fluorescence, UDG-coupled, 4 h; note: nearly all actives have a fitted effect of over 25% in size
Target sequence (Q9GZX7 whole entry, looked up): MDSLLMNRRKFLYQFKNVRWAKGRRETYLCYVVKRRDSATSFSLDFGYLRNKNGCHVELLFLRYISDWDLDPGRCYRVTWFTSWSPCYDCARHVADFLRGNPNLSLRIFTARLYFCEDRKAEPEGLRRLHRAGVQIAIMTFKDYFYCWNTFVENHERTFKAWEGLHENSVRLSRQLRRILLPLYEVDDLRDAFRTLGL
UDG counter – UDG inhibition counter-screen. FRET deamination/UDG coupled assay, UDG read, 4 h. Potency, µM (doses to about 115 µM), inactives show at the highest dose activity change, negative = inhibition, actives largely listed as inhibitors. 91,000 compounds, 0.14% hits; note: nearly all actives have a fitted effect of over 65% in size
Active calls of the source: *; ? = inconclusive; & = joins results of further samples; [ ] = remark or other dose. Calls come from the whole dose curve; as a rule, active = well fitted curve in the direction sought with a large enough effect; inconclusive = small, poorly fitted or top-dose-only effect, or another doubt; inactive = no such curve, though single readings can be large; an effect the other way counts as inactive or inconclusive. % is set by controls: 0 for no effect and ±100 for the full control effect; potency is the fitted concentration of half-maximal effect. These rows are one share of the data; count on the stated rates, not on these rows.

Values in the order: UDG counter, AID inhibitor
> Cc1ccc2c(c1)Cc1c(nc(-c3ccc(F)cc3)nc1SCC(=O)N1CCCCC1)O2
 : 2%, 7%
> CCc1cc(=O)oc2cc(C)cc(OCC(=O)NCCN3CCOCC3)c12
 : 2%, 0%
> COc1ccc(-c2noc(CN(C)S(=O)(=O)c3ccc(C)cc3)n2)c(OC)c1
 : -6%, -10%
> CC(=O)Nc1nonc1-c1nnc(SCC(=O)Nc2ccccc2Cl)n1C
 : 2%, -8%
> CCOC(=O)COc1ccc2c(=O)c(-c3ccc4c(c3)OCCO4)c(C(=O)OCC)oc2c1
 : 9%, 4%
> Cc1ccc(NC(=O)C2CCN(c3nn4c(=O)cc(C)nc4s3)CC2)cc1
 : -6%, -4%
> Cc1ccc2nc(-c3cc(NC(=O)c4ccc5c(c4)OCCO5)ccc3Cl)oc2c1
 : -9%, 16%
> COCCn1cc2c(c1-c1ccc(Cl)cc1)c(=O)n(C)c(=O)n2C
 : -2%, -5%
> COc1ccc(-c2nc(CCNC(=O)c3cccs3)cs2)cc1OC
 : -5%[57.5 µM], 7%
> N#Cc1ccc(Oc2ccc(-c3ccccc3)cc2)cc1
 : -8%, -13%
> COc1cc(OC)cc(C(=O)/C(=C/c2cccnc2)c2nc3ccccc3o2)c1
 : 3%, -10%
> O=C(Sc1ccccc1)c1ccccc1
 : -1%, -13%
> Clc1ccc(-c2nc3c4cnn(-c5ccccc5Br)c4ncn3n2)c(Cl)c1
 : 0%, 8%
> O=S(=O)(Nc1nc2ccccc2nc1NCCc1ccccc1)c1ccccc1
 : 3%, -2%
> CN(C)C1(c2nnnn2-c2cccc(C(F)(F)F)c2)CCCC1
 : -5%, -11%
> CC(NC(=O)c1ccnc(Cl)c1)C1CC1 (stereo not drawn)
 : 3%, 4%
> O=C(NCCCN1CCCC1=O)C1CCC1
 : 11%, 5%
> COC(=O)c1ccc(OCC2c3cc(OC)c(OC)cc3CCN2C(=O)Cc2ccc(OC)cc2)cc1 (stereo not drawn)
 : -15%, ?
> COc1ccc(OC)c(NC(=O)c2cc(CN3CCCC3)on2)c1
 : -1%, 75%[activator]
> O=C(NC1CCCCC1C(F)(F)F)c1ccc2ncsc2c1 (stereo not drawn)
 : 8%, 7%
> CCOC(=O)Cn1c(=O)n(C2CCCCC2)c2nc(-c3ccc(C(C)C)cc3)nc(C(N)=O)c21
 : 5%, -6%
> CCOC(=O)c1ccc(CN(Cc2ccc(F)cc2)S(=O)(=O)c2ccc(F)c(C(=O)Nc3c(C)cccc3C)c2)cc1
 : -11%, -4%
> CC(C)CCOc1ccc(C(=O)Nc2cccc3cccnc23)cc1
 : -8%, -16%
> Cc1ccc2[nH]c(C)c(CC(=O)NCc3ccccc3)c2c1
 : 0%, -13%
> CN(C)c1ccc(NC(=O)c2ccccc2)cc1
 : 2%, 24%
> COc1ccccc1NC(=O)c1cc2c(C)nn(-c3ccccc3)c2s1
 : -17%[57.5 µM], ?
> CC(C(=O)Nc1ccccc1F)N(C)Cc1ccc2c(c1)OCCO2 (stereo not drawn)
 : -1%, -15%
> COCCn1c(SC(C)C(=O)c2ccc(OC(F)F)cc2)nnc1-c1ccccc1 (stereo not drawn)
 : 0%, 0%
> O=S(=O)(NCCc1coc(-c2ccccc2)n1)c1ccc2ccccc2c1
 : -2%, 0%
> CCc1ccc(NC(=O)c2ccc3c(Cl)c4c(nc3c2)CCC4)cc1
 : -15%, -20%
> COc1cc(CN(C)CC(=O)N2c3ccccc3NC(=O)CC2C)ccc1OC(F)F (stereo not drawn)
 : 0%, -4%
> CCc1ccc(CNC(=O)c2c(C)oc3ncnc(N4CCOCC4)c23)cc1
 : -1%, -10%
> N=C(N)SCCSc1cc(Cl)ccc1Cl
 : -2%, -9%
> COc1ccccc1Nc1nc(-c2ccccc2)nc2ccccc12
 : -5%, 16%
> CCCCCCCCCCCCSCCS(=O)(=O)OCC(F)(F)C(F)F
 : -11%, -5%
> Cc1ccc(-c2cc(C(=O)Nc3ncccc3C)c3ccccc3n2)s1
 : 0%, -11%
> Cc1ccc(C)c(CNC(=O)CN2C(=O)CSc3ccc(S(=O)(=O)N(C)C)cc32)c1
 : -10%, 6%
> FC(F)(F)c1ccccc1CNCc1ccccc1Cl
 : -11%, -11%
> COc1cc(NC(=O)c2cccc(N3C(=O)C(C)(C)CS3(=O)=O)c2)cc(OC)c1OC
 : -1%, 3%
> Fc1ccc(CSc2nnc([C@@H]3CCCN3)o2)cc1
 : -8%, 5%
> COc1ccc2nc3sc(C(=O)NCCc4ccc(Cl)cc4)cc3cc2c1
 : -2%, 30%[activator]
> NC(=O)c1ccccc1NC(=O)CN1c2ccccc2S(=O)(=O)c2ccccc21
 : -16%, 13%
> Nc1cccc(OCCc2ccccc2)c1
 : -2%, 4%
> Cc1ccc(CN(C(=O)COc2ccc(C(C)C)cc2)C2CCS(=O)(=O)C2)o1 (stereo not drawn)
 : ?, -22%
> COc1cccc(C(=O)Nc2ccc3oc(-c4cccc5c(Br)cccc45)nc3c2)c1
 : 1%&-11%, ?
> CC(=O)c1cccc(NC(=O)c2cc(C)nc3c2c(C)nn3-c2cccc(Cl)c2C)c1
 : 6%, -2%
> CCCCC#Cc1nc(NC)c2ncn([C@@H]3O[C@H](CO)[C@@H](O)[C@H]3O)c2n1
 : 2%, 5%
> Cc1ccc(SC(C)C(=O)NC2CCCCC2)cc1 (stereo not drawn)
 : -10%, -3%
> C#CCOc1ccc(C(=O)Nc2ccc3ccccc3c2)cc1
 : 2%, 7%
> CC[C@H](C)[C@H](N)C(N)=O
 : -8%, -1%
> COc1ccc(CN[C@H]2CS(=O)(=O)C[C@@H]2S(=O)(=O)c2ccc(F)cc2)cc1OC
 : 5%, 0%
> O=C(OCC(=O)c1c[nH]c2ccccc12)c1ccc(F)c(S(=O)(=O)N2CCOCC2)c1
 : -3%, -6%
> COc1cc(OC)c(NC(=O)Cn2cnc3sc(C)c(S(=O)(=O)N4CCN(C)CC4)c3c2=O)cc1Cl
 : -13%, -7%
> CC(=O)N1CCCC1c1nc2ccccc2n1Cc1c(F)cccc1Cl (stereo not drawn)
 : -27%, 1%
> O=c1c2ccccc2c(-c2cccs2)nn1CC(O)COCc1ccccc1Cl (stereo not drawn)
 : -19%, -25%
> CCc1ccc(OCC(=O)N(Cc2ccco2)Cc2ccccc2Cl)cc1
 : -12%, ?
> COc1cc2c(cc1OC)C(c1ccc(C)cc1)OC2=O (stereo not drawn)
 : 10%, 1%
> Cc1cccc(NC(=O)C(=O)NCCCN2CCOCC2)c1
 : -8%, 8%
> COc1ccccc1CN1CCC(CNC(=O)c2cnn(-c3ccc(Cl)cc3)c2C2CCN(C(=O)OC(C)(C)C)CC2)CC1
 : ?, 45µM*
> CC1(C)CC(=O)C2=C(C1)OC(N)=C(C#N)C2c1ccc(Br)cc1 (stereo not drawn)
 : -5%, 0%

(more compounds)
Values in the order: UDG counter, AID inhibitor
> CCC(=O)C1=C(c2ccc(OC)c(OC)c2)N(C(=O)CC)n2c(nnc2-c2ccc(C)cc2)S1
 : -10%, 55%[activator]
> COc1ccc(C(=O)Nc2nnc(-c3ccccc3Br)s2)cc1OC
 : 1%, 6%
> COc1ccc(-c2cc(C(F)(F)F)n3nc(C(=O)Nc4cc(Cl)cc(Cl)c4)cc3n2)cc1
 : -1%[57.5 µM], -2%[57.5 µM]
> Cc1ccc(-n2nnnc2CNC(=O)c2cc(C(F)(F)F)cc(C(F)(F)F)c2)cc1C
 : -2%, 3%
> Cc1nc(-c2cccc(N3CC(C(=O)NC4CCCC4)CC3=O)c2)no1 (stereo not drawn)
 : 1%, -1%
> CCOc1ccccc1NC(=O)c1c(C)cc(C)nc1SCC(=O)c1cccc(OC)c1
 : 0%, -22%
> COC(=O)c1c(-c2cccs2)csc1NC(=O)c1ccc(C(C)(C)C)cc1
 : -8%, 132%
> COc1ccc(N2C(=O)CN(C3CCCC3)[C@H]3CS(=O)(=O)C[C@H]32)cc1
 : 6%, -2%
> Cc1cc(C)c2c(=O)c3c(oc2c1)C(=O)N(Cc1ccc(F)cc1)C3c1cccc(O)c1 (stereo not drawn)
 : 28%, -1%
> O=C(CNc1ccccc1C(=O)NCc1ccco1)NC(=O)NCc1ccccc1
 : -2%, -7%
> C=CCN(C(=O)Cc1nn(C)c(=O)c2ccccc12)c1nc2c(s1)CCCC2
 : 2%, 4%
> Cc1ccc(CCNC(=O)c2c(C)oc3ncn(CC(C)C)c(=O)c23)cc1
 : ?, 18%
> CNC(=O)NC(=O)C(C)N(C)Cc1cccc(C#N)c1 (stereo not drawn)
 : -6%, -4%
> Cc1ccc(S(=O)(=O)c2[nH]c(-c3ccccc3)nc2SCCC(=O)O)cc1
 : 7%, 5%
> O=C(NC1CCOC1=O)C1CCCCC1 (stereo not drawn)
 : -7%, -4%

4 compounds already listed, sorted by count of non-hydrogen atoms, rising.
Values in the order: UDG counter, AID inhibitor
> O=C(NC1CCOC1=O)C1CCCCC1 (stereo not drawn)
 : -7%, -4%
> COc1ccc(C(=O)Nc2nnc(-c3ccccc3Br)s2)cc1OC
 : 1%, 6%
> C=CCN(C(=O)Cc1nn(C)c(=O)c2ccccc12)c1nc2c(s1)CCCC2
 : 2%, 4%
> COc1ccc(-c2cc(C(F)(F)F)n3nc(C(=O)Nc4cc(Cl)cc(Cl)c4)cc3n2)cc1
 : -1%[57.5 µM], -2%[57.5 µM]

Some of the entries above, reformatted:
| Structure | UDG counter | AID inhibitor |
| --- | --- | --- |
| Cc1nc(-c2cccc(N3CC(C(=O)NC4CCCC4)CC3=O)c2)no1 (stereo not drawn) | 1% | -1% |
| CCOc1ccccc1NC(=O)c1c(C)cc(C)nc1SCC(=O)c1cccc(OC)c1 | 0% | -22% |

More structures follow:
Values in the order: UDG counter, AID inhibitor
> COc1cccc(C(=O)Oc2ccc(F)cc2C(=O)/C=C/c2ccc(F)cc2)c1
 : -5%, -15%
> CC(/C=N/Nc1ccc(S(N)(=O)=O)cc1[N+](=O)[O-])c1ccccc1 (stereo not drawn)
 : 0%, 9%
> CCOC(=O)c1cccc(NC(=O)[C@@H](c2ccccc2)N2Cc3ccccc3C2=O)c1
 : 4%, ?
> O=C(COc1ccc(Cl)cc1Cl)c1ccccc1
 : -16%, -13%
> Nc1ccc(C(=O)c2ccc(Cl)cc2)cc1
 : 6%, 2%
> Cc1ccc(C)c(N2CCN(C(=O)c3cc(S(=O)(=O)N4CCCC4)cn3C)CC2)c1
 : -5%, -22%
> C=CCOc1ccc(C(=O)Nc2cc(C)ccc2C)cc1
 : 6%, 2%
> O=C(NCC12CC3CC(CC(C3)C1)C2)c1cc([N+](=O)[O-])ccc1Cl
 : 10%, 2%
> COc1cccc(C2CC(=O)N(c3sc4c(c3C#N)CCCC4)C3=C2C(=O)CCC3)c1OC (stereo not drawn)
 : 9%, -8%
> CCN(Cc1ccccc1)C(=O)C1CCN(S(=O)(=O)c2c(C)noc2/C=C/c2ccc(C)cc2)CC1
 : -11%, ?
> N#Cc1ccc(/C=C/C(=O)c2cc3ccccc3o2)cc1
 : -6%, -8%
> CCc1cc(=O)oc2c(C)c3c(cc12)CN(CCc1ccccc1)CO3
 : ?, -3%
> O=C(Cc1noc(C(=O)NC2CCCC2)n1)Nc1cccc2ncccc12
 : 2%, 19%
> COc1ccc(-c2cn3c(n2)sc2cc(C(=O)NCCCN4CCCCC4)ccc23)cc1
 : -4%[57.5 µM], ?
> Cc1ccc(/C=C(/C#N)S(C)(=O)=O)cc1
 : 6%, -17%
> Cc1nc2ccc(C(=O)OCC(=O)N3CCCCC3)cc2nc1C
 : -25%, -18%
> CC(C#N)CN(C)c1nc(-c2ccncc2)nc2ccccc12 (stereo not drawn)
 : 6%, 8%
> COC(=O)Nc1cc(C(=O)OC)ccc1C
 : 1%, -4%
> CCOCCCn1c(=N)c(S(=O)(=O)c2ccc(C)cc2)cc2c(=O)n3cccc(C)c3nc21
 : 7%, 27%
> O=C(COC(=O)c1nn(-c2ccccc2)c(=O)c2ccccc12)Nc1ccccc1Cl
 : -9%, -13%
> Brc1ccc(-c2noc(C(c3ccccc3)c3ccccc3)n2)cc1
 : -12%, -9%
> Cc1ccccc1OCCn1cc(C(=O)C2CCCCC2)c2ccccc21
 : 22%, 13%
> Cc1ccc(C(=O)N2CCN(c3oc(C4CC4)nc3C#N)CC2)c(C)n1
 : 5%, 5%
> O=C(O)Cc1ccc(N2C(=O)C(=O)/C(=C(/O)c3ccc(F)cc3)C2c2ccccc2Cl)cc1 (stereo not drawn)
 : -4%, -4%
> CSc1ccccc1NC(=O)/C=C\C(=O)O
 : -6%, -6%
> COc1ccccc1CNC(=O)CCNS(=O)(=O)c1ccc2c(c1)oc(=O)n2C
 : 9%, 18%
> Cc1ccc(CNC(=O)Cn2cc(C(=O)c3ccc(Cl)cc3)c(=O)c3ccc(C)nc32)cc1
 : 7%, 34%[activator]
> CCc1ccc2occ(CC(=O)Nc3c(C(=O)Nc4ccc(Cl)cc4)oc4ccccc34)c2c1
 : -7%, -6%
> O=C(O)CSc1nnc(-c2ccc(O)cc2)o1
 : 6%, -5%
> O=S(=O)(c1ccc(F)cc1F)N1CCN(Cc2cccc3cccnc23)CC1
 : 0%, -6%
> COc1ccc(NC(=O)Cc2ccc3c(c2)OCCCO3)cn1
 : -3%, -13%
> CCCc1nc(SC)ncc1C(=O)Nc1ccccc1F
 : 6%, -11%
> O=C(/C(C=Nc1ccccc1Cl)=C(/O)c1ccco1)C(F)(F)F
 : 2%, 7%
> COc1ccccc1C(=O)Nc1c(NC2CCCCC2)c2ccccc2oc1=O
 : 1%, -5%
> O=C(NC1CCCC1)c1cc(-c2ccncc2)nc2c(Cl)cccc12
 : -9%, -2%
> Cc1ccc(NC(=O)c2cc3nc(-c4ccccc4)cc(-c4ccccc4)n3n2)cc1
 : 4%[57.5 µM], 41%[activator]
> CCCC[N+](CC#CCO)(CC#Cc1ccccc1)CCCC
 : -1%, 4%

Assay outcomes as filed in PubChem BioAssay.
